# PKM2 activator: increases activity of human pyruvate kinase M2; Potency, µM (titrated, usually from 57.5 µM), for inactives: top-dose activation, usual class: activators; P14618; 260,000 compounds, 0.34% hits; purified PKM2, Kinase-Glo ATP luminescence, activation; response scale: 0% is enzyme alone, no compound; further: potency means the concentration at half of the fitted maximal effect; on the % scale 0 is the no-effect control and ±100 the full control effect; nearly all actives have a fitted effect of over 55% in size
# Target sequence (P14618 whole entry, looked up): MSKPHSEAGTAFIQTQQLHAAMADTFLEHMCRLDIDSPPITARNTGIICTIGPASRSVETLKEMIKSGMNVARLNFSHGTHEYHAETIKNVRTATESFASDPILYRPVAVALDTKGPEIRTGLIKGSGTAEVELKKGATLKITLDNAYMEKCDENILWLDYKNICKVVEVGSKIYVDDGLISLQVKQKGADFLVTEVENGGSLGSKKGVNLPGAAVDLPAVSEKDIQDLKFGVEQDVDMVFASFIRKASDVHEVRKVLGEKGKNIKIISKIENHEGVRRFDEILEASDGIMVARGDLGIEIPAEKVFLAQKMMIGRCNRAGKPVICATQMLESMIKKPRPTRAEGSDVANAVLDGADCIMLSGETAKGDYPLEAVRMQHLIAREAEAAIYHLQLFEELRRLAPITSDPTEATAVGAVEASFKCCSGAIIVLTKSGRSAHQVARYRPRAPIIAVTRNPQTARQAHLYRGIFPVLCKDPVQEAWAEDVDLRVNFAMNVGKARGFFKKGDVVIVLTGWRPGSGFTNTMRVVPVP
#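 Purified hPK-M2 (>95%) run at intermediate activity with 0.1 mM ADP and 0.5 mM PEP in 50 mM imidazole pH 7.2, KCl, MgCl2; 1 h room temperature. ATP formed read by Kinase-Glo luminescence; normalized to uninhibited and no-enzyme controls.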
# MBNL1 CUG block: inhibitors of human MBNL1 binding to CUG repeat RNA | Potency, µM (top dose mostly 57.5 µM), for the others: top-dose activity change, negative = inhibition, hits mostly inhibitors | TR-FRET MBNL1-His/biotin-(CUG)12 binding, 665/545 ratio | 280,000 compounds, 0.036% hits | AID 2675 | Q9NR56; active means well fitted inhibition curve with a large enough effect in the signal ratio, with a control signal flat, not every such curve was filed as active; inconclusive means small, poorly fitted or top-dose-only effect, or effect the other way, or a change in a side signal; inactive means no such curve, though single readings can be large or run the other way; the % refers to the signal ratio; further: potency means the concentration at half of the fitted maximal effect; on the % scale 0 is the no-effect control and ±100 the full control effect
#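 His-tagged MBNL1 binding to biotinylated (CUG)12 RNA was measured by TR-FRET using terbium anti-His antibody (0.055 ng/ul final) and streptavidin-XL665 (5 nM final). Compounds were titrated 92 nM to 58 uM; 60 min at room temperature.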
# BCR signal inh: inhibitors of chronic active B-cell receptor signaling | ABC-DLBCL IkBa-CBG/CBR reporter, luminescence ratio, 4 h | Potency, µM (titrated, usually from 46.1 µM), without a hit: at the highest dose ratio change, negative = lower green/red ratio, actives largely listed as inhibitors | 340,000 compounds, 0.05% hits | AID 493014; active means well fitted inhibition curve with a large enough effect in the signal ratio, with a control signal flat, not every such curve was filed as active; inconclusive means small, poorly fitted or top-dose-only effect, or effect the other way, or a change in a side signal; the % refers to the signal ratio;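 further: potency means the concentration at half of the fitted maximal effect; plate controls were basal doxycycline-induced cells for no effect and cells given 10 µM MG132 for full effect; MG132 reads +100%, hits lower the ratio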
#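 Compounds up to 46 uM were incubated four hours with TMD8 cells whose green CBG68 luciferase is fused to IkappaBalpha; red CBR luminescence normalised the signal, and concentration-effect curves were fitted to fusion, red and ratio data.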
# Menin-MLL TR inh: displaces Texas Red mutant MLL peptide from human menin | Menin + Texas Red MLL mutant peptide, fluorescence polarization | Potency, µM (series often up to 61.6 µM), for the others: at the highest dose FP activity change, negative = inhibition, most hits filed as inhibitors | 270,000 compounds, 0.23% hits; active means well fitted inhibition curve with a large enough effect in the polarisation, with a control signal flat, not every such curve was filed as active; inconclusive means small, poorly fitted or top-dose-only effect, or effect the other way, or a change in a side signal; inactive means no such curve, though single readings can be large or run the other way; the % refers to the polarisation; further: potency means the concentration at half of the fitted maximal effect; % of control where 0% means no effect; many of its hits are not listed in these tables
# Mito fusion yeast: inhibitors of mitochondrial division or activators of mitochondrial fusion; AID 485298; S. cerevisiae fusion-defective mutant growth rescue, CellTiterGlo 48 h; Potency, µM (series often up to 46.1 µM), for inactives: top-dose growth rescue (activation), most hits filed as activators; 320,000 compounds, 0.23% hits;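 further: potency means the concentration at half of the fitted maximal effect; % of control where 0% means no effect; nearly all actives have a fitted effect of over 45% in size; temperature-sensitive fusion mutants such as fzo1-1 at 37 °C on non-fermentable ethanol glycerol medium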
#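 Luminescent cell viability in 1536-well qHTS format served as the measure of rescued growth in ts fusion-mutant S. cerevisiae cultured on non-fermentable YPEG for 48 hours at 37C.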
# Eya2 phos inh: inhibitors of human Eya2 phosphatase activity; recombinant Eya2, OMFP fluorescence dephosphorylation (OMFP is methylfluorescein phosphate); 330,000 compounds, 0.006% hits; Potency, µM (titrated, usually from 76.9 µM), for inactives: at the highest dose activity, negative = inhibition, usual class: inhibitors; AID 488837; O00167; further: potency means the concentration at half of the fitted maximal effect; on the % scale 0 is the no-effect control and ±100 the full control effect
#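 Eya2 (0.2 uM) preincubated 10 min at ambient with compound, then OMFP substrate added at 50 uM; 10 min reaction in 50 mM HEPES pH 7.5, 50 mM NaCl, 5 uM MgCl2, 0.05% BSA, 1 mM DTT. Fluorescence read at Ex 485/Em 525 nm.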
# ASM inhibitor: blocks human secretory acid sphingomyelinase; placental ASM, HMU-PC fluorogenic substrate, 60 min; P17405; 340,000 compounds, 0.006% hits; Potency, µM (highest dose often 57.5 µM), without a hit: top-dose activity change, negative = inhibition, actives largely listed as inhibitors; AID 504937; further: potency means the concentration at half of the fitted maximal effect
# Target sequence (P17405 47-631 limits assumed): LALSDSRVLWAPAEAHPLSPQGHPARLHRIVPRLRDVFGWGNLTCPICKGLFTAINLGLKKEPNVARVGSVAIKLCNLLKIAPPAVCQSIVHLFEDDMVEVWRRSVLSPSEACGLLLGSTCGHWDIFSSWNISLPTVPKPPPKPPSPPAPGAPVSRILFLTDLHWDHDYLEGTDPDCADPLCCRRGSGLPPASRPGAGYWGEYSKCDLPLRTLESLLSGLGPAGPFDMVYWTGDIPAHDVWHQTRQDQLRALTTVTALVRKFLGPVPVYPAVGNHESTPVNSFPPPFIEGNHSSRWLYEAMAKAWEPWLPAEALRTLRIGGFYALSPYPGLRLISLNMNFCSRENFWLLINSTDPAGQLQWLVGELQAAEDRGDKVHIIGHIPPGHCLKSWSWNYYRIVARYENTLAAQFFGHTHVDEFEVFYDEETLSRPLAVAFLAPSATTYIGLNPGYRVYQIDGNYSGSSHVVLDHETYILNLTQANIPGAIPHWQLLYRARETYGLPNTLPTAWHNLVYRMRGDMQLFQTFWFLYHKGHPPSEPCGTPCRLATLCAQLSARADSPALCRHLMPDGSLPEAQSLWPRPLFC
#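 Human placenta-derived ASM preincubated with compound 10 min at room temperature, then reacted with 9 uM (final) fluorogenic HMU-PC substrate for 60 min at 37 C. Stop solution raises pH to 10; fluorescence read at Ex 386/Em 447 nm.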
# TSHR antag: human thyrotropin receptor antagonism. activity change, negative = inhibition, % at 11.5 µM. TSHR-expressing cells, TSH-stimulated cAMP HTRF, 2 h; stronger effect = lower value. P16473. 330,000 compounds, 0.2% hits;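 active means activity change below a set negative limit, meaning inhibition stronger than a set level, cut at about -70% in these data; inconclusive means activity change between two set negative limits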; further: on the % scale 0 is the no-effect control and ±100 the full control effect
#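 Inhibition of cAMP made by TSHR-expressing cells under TSH stimulation (4nM final, EC80; 2 h, 37 deg C) is quantified with a one-step lysis HTRF kit, anti-cAMP cryptate versus cAMP-d2.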
# USP2a inh: USP2a (human) protease inhibition. USP2 core, Ub-CHOP2 coupled fluorogenic reporter, 485/531. Potency, µM (highest dose often 38.3 µM), for the others: at the highest dose activity change, negative = inhibition, most hits filed as inhibitors. O75604. 330,000 compounds, 0.01% hits;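 further: potency means the concentration at half of the fitted maximal effect; plate controls were DMSO wells for no effect and full inhibition by NEM control for full effect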
#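 USP2 core (10nM final) preincubated 30min RT with compound in 20mM Tris-HCl pH 8.0, 2mM CaCl2, 2mM beta-mercaptoethanol, 0.05% CHAPS; 25nM Ub-CHOP2 plus 25nM reporter substrate added, fluorescence (Ex485/Em531) read after 60min.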
# KCNH2 WT inh: KCNH2 (human, wildtype) channel inhibition | Q12809 | U2OS, BacMam KCNH2, thallium flux FluxOr; stronger effect = lower value | activity change, % at 1.84 µM | 340,000 compounds, 0.37% hits | AID 720551;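 active means maximum activity change below -70%; inconclusive means maximum activity change between -70% and -50%; inactive means maximum activity change above -50%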; further: on the % scale 0 is the no-effect control and ±100 the full control effect
#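 U2OS cells were transduced with wild-type KCNH2 virus (2.03 x 10^8 / mL) for 4 h at room temperature, then cultured overnight at 37 C. Thallium flux was read with FluxOr dye. Rate constants were normalized to DMSO controls.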
# GALK inh: blocks human galactokinase activity; 270,000 compounds, 0.007% hits; Purified GALK, Kinase-Glo residual ATP luminescence; AID 1868; Potency, µM (doses to about 57.5 µM), for inactives: top-dose activity change, negative = inhibition, hits mostly inhibitors; further: potency means the concentration at half of the fitted maximal effect; on the % scale 0 is the no-effect control and ±100 the full control effect
#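 5 nM enzyme, 35 uM ATP, 100 uM galactose, 20 mM HEPES pH8.0, 5 mM MgCl2; 1 h RT; residual ATP by Kinase-Glo Plus luminescence, qHTS format.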
# Active calls of the source: *; ? = inconclusive; · = not tested or not shown; [ ] = dose if it differs, or a comment. Unless noted, the call rests on the fitted dose curve; in most records, active means well fitted curve in the direction sought with a large enough effect; inconclusive means small, poorly fitted or top-dose-only effect, or another doubt; inactive means no such curve, though single readings can be large; an effect the other way counts as inactive or inconclusive.
SMILES,PKM2 activator,MBNL1 CUG block,BCR signal inh,Menin-MLL TR inh,Mito fusion yeast,Eya2 phos inh,ASM inhibitor,TSHR antag,USP2a inh,KCNH2 WT inh,GALK inh
O=C(NC1CC1)c1c[nH]c2ccc(S(=O)(=O)Nc3cccc(C(F)(F)F)c3)cc2c1=O,4%,-6%,?,?,-1%,11%,?,-10,0%,-12,3%
CNC(=O)COc1ncnc2sccc12,-6%,-6%,?,-3%,-3%,16%,3%,1,4%,2,-2%
O=C(NCCC1=CCCCC1)C1CCN(S(=O)(=O)c2cnc[nH]2)CC1,3%,-3%,?,-1%,3%,-21%,3%,-6,-2%,-6,0%
CC(C)Oc1ccc(C(=O)NC2CCN(Cc3ccccc3)CC2)cc1,·,-10%,-9%,-26%,-4%,9%,4%,-6,1%,25,12%
O=C(NC(=O)c1c(F)cccc1F)Nc1ccccc1SC(F)F,-2%,5%,?,·,-3%,2%,-2%,16,2%,-14,0%
CC(C)C(=O)NC(c1ccco1)c1c(O)ccc2ccccc12 (stereo not drawn),6%,-3%,-22%,-3%,-1%,8%,26%,-2,2%,-1,1%
COc1ccc(N2CC(O)=C(c3nc4ccccc4s3)C2=N)cc1,8%,32%[activator],0%,-15%,0%,-21%,-1%,-4,1%,-4,-3%
COc1ccc(N2C(=O)CC(N3CCN(c4ccccc4OC)CC3)C2=O)cc1 (stereo not drawn),0%,1%,0%,11%,-14%,2%,7%,-12,-1%,12,1%
Cc1oc(CC(C)C)cc1C(=O)NCCCC(=O)O,-7%,0%,7%,0%,-3%,1%,-3%,13,1%,3,2%
O=C(CSc1nnc(NC(=O)C2CCC2)s1)Nc1ccc(N2CCOCC2)cc1,3%,5%,3%,21%,-1%,8%,-1%,-3,-1%,-7,-1%
COc1ccc(/C=N/NC(=O)c2ccc3c(c2)OCCO3)cc1[N+](=O)[O-],19%,-7%,?,-16%,-2%,-4%,4%,-2,2%,-3,1%
CC(NC(=O)c1ccc(NS(C)(=O)=O)cc1)c1ccccc1 (stereo not drawn),-1%,0%,-2%,5%,1%,-3%,5%,-7,4%,-1,3%
Cc1ccc(C(C(=O)NCc2ccco2)N(C(=O)CNC(=O)c2cccs2)c2c(C)cc(C)cc2C)cc1 (stereo not drawn),-1%,-3%,-14%,5%,1%,-24%,-3%,3,2%,1,0%
COc1ccc(OC)c(NC(=O)CN2C(=O)C(C)N(c3ccc(C)cc3)C2=O)c1 (stereo not drawn),·,·,-5%,·,6%,-14%,5%,-15,-1%,-4,·
O=C(NCc1ccccn1)c1cnc2sccn2c1=O,30%,13%,-3%,4%,-1%,-2%,-1%,10,5%,0,1%
Cc1ccc(C(=O)Nc2ncc3c(Cl)cccc3n2)cc1,-50%,?,?,-23%,0%,-1%,1%,12,1%,12,6%
COc1ccc(Nc2nc(N3CCN(S(C)(=O)=O)CC3)nc3ccccc23)c(OC)c1,-2%,11%,?,11%,7%,11%,16%,-12,1%,11,·
c1ccc(OCc2nc3c4c(ncn3n2)-c2ccccc2CC42CCCC2)cc1,4%,·,13%,-4%,2%,3%,0%,5,4%,-3,0%
COc1cc2c(cc1C=O)OC(C)C2 (stereo not drawn),-12%,6%,0%,9%,-9%,-5%,48%,-8,-2%,-16,-1%
CON/C=C(\C=Nc1ccc(F)cc1)c1ncc(C(F)(F)F)cc1Cl,-5%,-5%,13%,-13%,0%,3%,-10%,-7,-1%,-3,1%
COc1ccnc2c1c(=O)n(Cc1c(F)cccc1Cl)c(=O)n2C,0%,-3%,3%,-1%,?,-1%,1%,23,0%,7,-2%
COC(=O)c1cc(NC(=O)CN(C)C2CCS(=O)(=O)C2)cc(C(=O)OC)c1 (stereo not drawn),·,·,-2%,·,·,-3%,0%,-4,-1%,15,·
O=C(CNC(=O)C1CCCCC1)Nc1cc(Cl)cc(Cl)c1,-4%,10%,5%,11%,7%,-12%,-2%,-3,2%,0,1%
Cc1ccc(-c2ccc(SCC(=O)NCC3CCCO3)nn2)cc1 (stereo not drawn),0%,-9%,-1%,-10%,-6%,6%,2%,-7,-18%,8,0%
Nc1c([N+](=O)[O-])cnnc1-c1ccccc1,-2%,?,3%,20%,1%,1%,-4%,7,2%,4,·
c1cnn(-c2nc(N3CCOCC3)nc(N3CCOCC3)n2)c1,11%,12%,?,0%,-2%,-1%,2%,-6,0%,4,3%
COc1ccc(/C=N/NC(=O)C(=O)Nc2ccccn2)cc1OC,-1%,5%,0%,9%,-1%,-4%,-2%,-10,0%,36,-1%
O=C(NCCCO)/C(=C/c1ccco1)NC(=O)c1ccc(Br)o1,-7%,·,-3%,-8%,-1%,4%,4%,7,3%,-14,-3%
CCOc1ccc(NC(=O)CSc2nnc(NC(=O)C3CC3)s2)cc1,-1%,3%,1%,?,-5%,3%,3%,-16,-2%,18,-1%
CN1CCN(NC(=O)c2cccc(S(=O)(=O)N3CCCCCC3)c2)CC1,-8%,-12%,-7%,-7%,-7%,6%,-2%,8,-2%,20,2%
CCN(CC)c1ccc(/C=N/OC(C)C(=O)Nc2ccc(C)cc2)cc1 (stereo not drawn),-5%,8%,?,-18%,19%,-10%,-3%,-30,1%,-3,-4%
Cn1cc(C=C2C(=O)OC3(CCCCC3)OC2=O)c2ccccc21,0%,?,0%,·,-3%,-20%,-11%,11,0%,1,-1%
COc1ccc(N(C(=O)/C=C/c2ccc(OC)c(OC)c2)C2=CC3CCC(C2)N3C)cc1 (stereo not drawn),2%,·,?,-19%,6%,-2%,-1%,0,2%,-7,11%
CCC1Oc2ccccc2N(CC(=O)NCCCN2CCCC2)C1=O (stereo not drawn),4%,0%,-14%,-2%,-1%,-5%,7%,-8,0%,3,1%
Cc1cc(C(=O)CSc2nnnn2-c2ccccc2)c(C)n1-c1ccc2c(c1)OCO2,3%,-9%,2%,-18%,21%,3%,2%,0,2%,1,2%
COc1ccc(C(=O)OCC(=O)NC(=O)NC2CCCC2)c(OC)c1,2%,-8%,-10%,-16%,-1%,-2%,2%,-1,3%,1,4%
CS(=O)(=O)N1CCn2c1nc1ccccc12,4%,-11%,-1%,0%,1%,-2%,2%,15,0%,-9,3%
Cn1cnnc1SCC(=O)NC(=O)NC1CCCC1,-2%,-6%,-1%,3%,0%,-5%,2%,2,0%,-12,0%
O=C(NCCCN1CCCC1=O)c1ccc2c(c1)ncn2C1CCCCC1,0%,-2%,?,1%,0%,5%,-3%,4,3%,-9,·
O=C(NNS(=O)(=O)c1ccc(F)c(Cl)c1)c1cccc(S(=O)(=O)N2CCOCC2)c1,1%,-25%,-2%,16%,0%,2%,2%,4,-1%,0,0%
CN(C)CCOC(=O)Cc1ccc(Cl)cc1,1%,2%,0%,2%,4%,6%,3%,-3,3%,7,1%
CCC(C)(C)C1CCc2c(sc(NC(=O)c3ccccc3C(=O)O)c2C#N)C1 (stereo not drawn),-2%,·,?,·,3%,1%,73%[activator],-24,-9%,-3,-9%
Nc1nnc(SCc2cc3c(cc2Cl)OCO3)s1,-1%,-2%,-3%,9%,6%,0%,-3%,-19,3%,0,1%
O=C(NCc1ccccc1)c1ccc(-c2ccccc2C(F)(F)F)o1,18%,-23%,?,5%[94.6 µM],?,-5%,-6%,-8,-7%,-3,·
Cc1ccc2[nH]c(=O)c(CN(CC3CCCO3)C(=O)c3ccco3)cc2c1 (stereo not drawn),1%,4%,-26%,-13%,-4%,12%,·,-10,0%,·,-2%
CCc1nc(SCC(=O)Nc2ccc(N(C)C)cc2)c2ccccc2n1,4%,2%,-23%,·,-1%,-1%,0%,0,4%,-12,4%

# Compound activity as filed in PubChem BioAssay.

# An excerpt. The share of hits here may be higher or lower than overall.
